Source: PubChem BioAssay (Southern Research Specialized Biocontainment Screening Center)
influenza NS1A: NS1A inhibition, H1N1 influenza, cell based functional assay (AID 504329). NS1A functional cell-based assay, percent inhibition; higher % means a stronger effect. one-dose inhibition, % at 12.5 µM; IC50 in µM for titrated hits. hit rate 0.3% among 340,000; in the data active means a potency from the dose series; inconclusive means inhibition above about 27% without an active follow-up result; further: strong numbers were not always called active
PhoP GFP inhibition: Inhibition of PhoP regulon, Salmonella typhi GFP reporter cells, confirmation, 4 h (AID 1850). hit rate 0.33% among 310,000. inhibition, % at 50 µM; hits with a dose series show IC50 in µM. Salmonella Typhi PhoP-promoter GFP reporter, fluorescence, 4 h; higher % means a stronger effect; in the data active means a potency from the dose series; inconclusive means inhibition mostly from about 25% at the one dose, without a potency; inactive means the rest, 99 in 100 with inhibition below about 19%;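 further: 0% = induced wells with vehicle and 100% = uninduced wells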
H37Rv inhibition: M. tuberculosis growth inhibition, HTS (AID 449762); M. tuberculosis H37Rv growth inhibition, 7H9 media; higher % means a stronger effect; inhibition, % at 25 µM, or IC50 in µM where a hit was titrated; hit rate 0.59% among 330,000; in the data active means a potency from the dose series; inconclusive means inhibition above about 70% without an active follow-up result;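 further: bacterial growth assessed after seven days of incubation; strong numbers were not always called active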
inhibitors of VEEV: inhibitors of VEEV TC-83 cytopathic effect, confirmation, Vero cells (AID 588727); Vero cells, VEEV TC-83 cytopathic effect inhibition; higher % means a stronger effect; inhibition, % at 20 µM; hits with a dose series show IC50 in µM; hit rate 0.13% among 350,000; in the data active means a potency from the dose series; inconclusive means inhibition mostly from about 14% at the one dose, without a potency; inactive means the rest, 99 in 100 with inhibition below about 12%; further: strong numbers were not always called active
tuberculosis growth: growth inhibition of non-replicating M. tuberculosis (AID 488890); hit rate 0.39% among 320,000; Mycobacterium tuberculosis non-replicating, growth inhibition; higher % means a stronger effect; inhibition, % at 25 µM, or IC50 in µM where a hit was titrated; in the data active means a potency from the dose series; inconclusive means inhibition mostly from about 82% at the one dose, without a potency; inactive means the rest, 99 in 100 with inhibition below about 76%;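 further: plate controls were DMSO cells for no effect and high antibiotic wells for full effect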
inhibitors of VEEV 10K pilot screen: further read-out of inhibitors of VEEV, marked with its call; inhibition, %; measured here: 10K pilot screen inhibition
* hit, by the source's call; i = inactive; ? = inconclusive; . = not tested or not shown.

SMILES | influenza NS1A | PhoP GFP inhibition | H37Rv inhibition | inhibitors of VEEV | tuberculosis growth | others
CCOC(=O)c1cc(S(=O)(=O)N2CCC(C)CC2)cn1C | -67% | 2% | -6% | 0.5% | 0%
CC(=O)N1c2ccccc2C(=O)OC1c1cccnc1 (stereo unspecified) | -20% | -8% | -3% | 1.8% | 14%
COc1ccc(-c2csc(N)n2)cc1F | -3% | 23% | ? | 0.2% | 31%
Cc1ccccc1-n1ncc2c([N+](=O)[O-])cc([N+](=O)[O-])cc21 | 31µM* | 29% | ? | 12% | 4.8µM*
Cc1c(C(=O)NCCCN2CCOCC2)sc2ncnc(N3CCN(c4ccccc4)CC3)c12 | 3% | . | . | 7.0% | .
CC1=C(C(=O)O)N2C(=O)C(NC(=O)c3nn(C)cc3Cl)C2SC1 (stereo unspecified) | 2% | 4% | 6% | 0.2% | -5%
NC(=O)c1nn(-c2ccccc2)nc1NC(=O)CN1CCCC1 | 13% | 4% | 4% | 0.3% | -11%
O=C(/C=C/c1ccco1)N(Cc1ccc(Cl)cc1)C1CCS(=O)(=O)C1 (stereo unspecified) | -17% | -3% | -5% | 0.1% | 10%
CCN(CC)CCCN(Cc1cc2cc3c(cc2[nH]c1=O)OCCO3)C(=O)Nc1ccccc1 | 5% | -10% | -2% | i | 6%
O=C(CCSc1ccccc1)N1CCCC1 | 10% | -4% | 1% | i | 3.3µM*
COc1cccc(CNC(=O)CCC2CCCN(C(=O)c3cccc(Cl)c3)C2)c1 (stereo unspecified) | -2% | 0% | 12% | i | -5%
CC1(C)c2[nH]c3ccccc3c2C[C@H]2C(=O)N(Cc3ccccc3F)C(=O)N21 | 5% | 0% | ? | 2.2% | 30% | inhibitors of VEEV 10K pilot screen=2.9
CCc1ccc(CN(C)C(=O)c2cc(=O)c3ccccc3o2)cc1 | -9% | -1% | 8% | i | 19%
O=C(CN1C(=O)C2CC=CCC2C1=O)Nc1nc2ccc(F)cc2s1 (stereo unspecified) | 2% | 4% | -2% | 2.7% | -11%
Cc1ccc(C2c3[nH]c4ccccc4c3C[C@H]3C(=O)N(c4ccccc4C(=O)NCCN4CCOCC4)C(=O)N23)cc1 (stereo partly specified) | 4% | 2% | -2% | 6.9% | 8%
CCCCOC(=O)c1ccc(NC(=O)C2CCCO2)cc1 (stereo unspecified) | -11% | 4% | ? | 3.6% | i
CCC1(c2ccccc2)NC(=S)N(c2ccc(C)c(C)c2)N1 (stereo unspecified) | 7% | -11% | 11% | ? | 12%
COc1ccc(OC)c(N(CC(=O)Nc2cccc(C(F)(F)F)c2)S(C)(=O)=O)c1 | 0% | -1% | -4% | 6.8% | -5%
CCOc1ccc(CNC(=O)CCCn2nc(CC)n3c(cc4occc43)c2=O)cc1 | 0% | 4% | 2% | 2.8% | 19%
O=C(NNC(=O)c1ccc(F)cc1)C(=O)N1CCCCC1 | 15% | -3% | -3% | 0.3% | -6%
CCCc1cc(=O)[nH]c(SCC(=O)c2cc(C)n(-c3cc(C)on3)c2C)n1 | 0% | 8% | -10% | 1.1% | 16%
CC(=O)OCCNC(=O)c1cccnc1 | 5% | -13% | -5% | 1.2% | -2%
CC(=O)C1=C(O)C(=O)N(c2cc(C(C)(C)C)on2)C1c1ccc(Br)cc1 (stereo unspecified) | 15% | 6% | -1% | i | 61%
CCC(=O)c1ccc(OC(=O)c2cnccn2)cc1 | -8% | 3% | 3% | 0.1% | -1%
N#Cc1ccc(NC(=O)c2cc(=O)c3ccccc3o2)cc1 | 3% | 0% | 5% | 0.7% | 2%

Overlap with the part before: seven entries, then new ones.
SMILES | influenza NS1A | PhoP GFP inhibition | H37Rv inhibition | inhibitors of VEEV | tuberculosis growth | others
CCOc1ccc(CNC(=O)CCCn2nc(CC)n3c(cc4occc43)c2=O)cc1 | 0% | 4% | 2% | 2.8% | 19%
O=C(NNC(=O)c1ccc(F)cc1)C(=O)N1CCCCC1 | 15% | -3% | -3% | 0.3% | -6%
CCCc1cc(=O)[nH]c(SCC(=O)c2cc(C)n(-c3cc(C)on3)c2C)n1 | 0% | 8% | -10% | 1.1% | 16%
CC(=O)OCCNC(=O)c1cccnc1 | 5% | -13% | -5% | 1.2% | -2%
CC(=O)C1=C(O)C(=O)N(c2cc(C(C)(C)C)on2)C1c1ccc(Br)cc1 (stereo unspecified) | 15% | 6% | -1% | i | 61%
CCC(=O)c1ccc(OC(=O)c2cnccn2)cc1 | -8% | 3% | 3% | 0.1% | -1%
N#Cc1ccc(NC(=O)c2cc(=O)c3ccccc3o2)cc1 | 3% | 0% | 5% | 0.7% | 2%
Nc1ccc(Nc2ccccc2)c(S(=O)(=O)O)c1 | 1% | -4% | -10% | 2.3% | -6%
C/C(=N\NC(=O)C(O)(c1ccccc1)c1ccccc1)c1ccc(NC(=O)CCCC(=O)O)cc1 | -1% | -5% | -8% | 2.8% | 10%
Cc1ccc(-c2noc(CCC(=O)NCC3CCCO3)n2)cc1 (stereo unspecified) | 1% | -4% | -4% | 1.5% | 10%
COc1ccc(Nc2ccc([N+](=O)[O-])cn2)cc1 | -19% | 2% | -2% | 0.0% | 7%
COc1ccc(CN(C)C(=O)c2cccc(Oc3ccccc3)c2)c(OC)c1OC | 10% | 8% | 0% | 1.7% | 13%
COc1ccccc1-c1nc(S(=O)(=O)c2ccccc2)c(N2CCCCC2)o1 | 7% | -2% | -3% | i | 10%
COC(=O)c1[nH]c2cc(OC)c(OC)cc2c1NC(=O)CN1C[C@H]2C[C@@H](C1)c1cccc(=O)n1C2 | -11% | . | -10% | i | -7%
C[C@H](NC(=O)OCc1ccccc1)C(=O)N[C@@H](Cc1c[nH]c2ccccc12)C(=O)O | -6% | -4% | -5% | 0.6% | -13%
COc1ccc2nc(SCCN(C)C)[nH]c2c1 | 0% | 7% | -3% | i | 6%
CCOc1ccc2nc(SCC(=O)NCc3ccc4c(c3)OCO4)[nH]c2c1 | 5% | 2% | -12% | 2.5% | 6%
Cc1cc(C(=O)Nc2ccccc2N2CCCCC2)no1 | 7% | 7% | 6% | i | 53%
CCOC(=O)C1=C(C)N=c2s/c(=C\C(=O)OC)c(=O)n2C1c1ccc(OC)cc1 (stereo unspecified) | -9% | -2% | -3% | 0.8% | -9%
c1ccc(NC2=NCCN2CC2CCC2)cc1 | -2% | 2% | -1% | 0.4% | -14%
Cc1cc(NC(=O)CSc2nc(=O)cc(N)n2-c2ccc(Cl)cc2)no1 | -4% | 13% | 8% | 0.1% | -1%
COc1ccc(F)cc1S(=O)(=O)N1CC(C)CC(C)C1 (stereo unspecified) | 3% | 2% | 3% | 1.3% | 3%
CCOC(=O)C1CCN(c2c(NCc3ccc(C(=O)Nc4ccc(C)cc4)cc3)c(=O)c2=O)CC1 | 0% | 9% | 0% | 0.3% | -2%
CC(OC(=O)CN1C(=O)NC(C)(C)C1=O)C(=O)c1ccccc1 (stereo unspecified) | 3% | 2% | -2% | 0.6% | 8%
O=C(Cn1c(=O)n(Cc2ccco2)c(=O)c2ccccc21)NCC1CCCO1 (stereo unspecified) | -5% | 2% | -11% | 2.1% | -13%
Cn1c(=O)cc(SCC(=O)N2CCC3(CC2)OCCO3)c2ccc(Cl)cc21 | 19% | -6% | -2% | 6.9% | 1%
CCOc1ccc(NS(=O)(=O)c2cc3c4c(c2)CCN4C(=O)CC3)cc1 | -8% | 2% | 2% | 4.2% | -1%
CCOc1ccc2c(c1)c(N=NC(N)=S)c(O)n2C | 8% | 8% | 0% | 1.6% | 19%
O=C(COC(=O)C1CC2CCCC(C1)C2=O)NC1CCCCC1 (stereo unspecified) | -1% | . | 5% | 1.8% | -10%
Cc1nc2nc(-c3ccco3)[nH]n2c(=O)c1Cc1ccccc1 | 2% | -4% | -9% | 0.7% | 17%
Oc1ccc(/C=N/N(Cc2ccccc2)c2ccccc2)cc1 | -7% | 6% | 19% | 2.1% | -8%
CCN1C(=O)[C@H]2[C@@H](c3ccc(C)cc3)N3C(=O)N(c4cccc(F)c4)C(=O)[C@@]3(CC)[C@H]2C1=O | 7% | 8% | -5% | 0.5% | 3%
The listing continues.
SMILES | influenza NS1A | PhoP GFP inhibition | H37Rv inhibition | inhibitors of VEEV | tuberculosis growth | others
C[C@@H]1CC2OC(=O)[C@@]3(C)C(=O)CC[C@@](C)(C23)[C@@]1(O)CCc1ccoc1 (stereo partly specified) | 2% | 0% | -5% | 0.9% | -7%
O=C1CC(c2cccs2)Cc2nc(NCC3CCCO3)ncc21 (stereo unspecified) | 4% | 9% | -7% | 6.3% | -11%
O=C(Cn1cccc1)Nc1ccc(OC(F)(F)F)cc1 | 2% | 6% | -7% | 0.1% | 18%
O=C(NCc1ccc(Cl)cc1)c1ccc(OCC2CCCO2)cc1 (stereo unspecified) | -2% | -2% | -3% | 0.7% | -5%
CC(C)(C)C(CCl)C(=O)NN=C(c1ccccc1)c1ccccc1 (stereo unspecified) | -1% | . | -7% | 0.9% | -18%
N#C/C(=C(/O)c1ccc(-c2cccc([N+](=O)[O-])c2)o1)c1nc2ccccc2s1 | -1% | . | . | 1.5% | .
Cc1c(C#N)c2ccccc2n1CC(=O)NCC1CCCO1 (stereo unspecified) | 5% | -12% | 0% | i | 2%
Cc1ccc2c(c1)N(C(=O)CSc1nncn1C)C(C)(C)c1ssc(=S)c1-2 | 8% | 12% | -3% | 1.4% | 30%
COc1ccc(NC(NC(=O)c2cccnc2)C(Cl)(Cl)Cl)cc1 (stereo unspecified) | . | 6% | ? | . | 19%
COc1cnc(N(C)C)nc1Sc1ccc(Cl)cc1 | 0% | -4% | 1% | i | 2%
C/C(=N\NC(N)=O)C1(C)CCCCC1 | 0% | -5% | -6% | 4.6% | -5%
Cn1c(CNC(=O)c2ccco2)nnc1SCC(=O)c1ccc(F)cc1 | -21% | -3% | -2% | i | 5%
COc1ccccc1NS(=O)(=O)c1ccc(C(=O)NCC(c2ccco2)N2CCCCC2)cc1 (stereo unspecified) | -3% | . | . | i | .
O=C(COC(=O)COc1ccc2ccccc2c1)NCC(F)(F)F | 3% | -5% | 29% | i | 29%
O=C(NC(=S)Nc1ccccc1Cl)c1cncc(Br)c1 | -1% | -4% | 0% | 0.3% | 8%
Cc1ccc(C(=O)O)cc1S(=O)(=O)N1CCC(C(=O)O)CC1 | 22% | -14% | -9% | 0.6% | -2%
CC1(C2CC2)NC(=O)N(CC(=O)Nc2ccc(SC(F)F)cc2)C1=O (stereo unspecified) | -20% | . | -11% | 1.6% | 11%
Cc1cccc(C)c1NC(=O)C(C)Sc1nnc(C)n1CC1CCCO1 (stereo unspecified) | -2% | . | . | 0.5% | .
COc1ccccc1-c1nc(C#N)c(N2CCC(C(N)=O)CC2)o1 | -4% | -11% | -1% | 1.9% | 11%
O=S(=O)(CCSc1nc2ccccc2o1)c1nc2ccccc2s1 | -14% | -4% | ? | 2.8% | ?
O=C(NCC1COCCO1)c1ccc(OC2CCN(CCc3ccccc3)CC2)cc1 (stereo unspecified) | -2% | . | . | 0.3% | .
CCc1ccc(C(C(=O)NC2CCCC2)N(C(=O)/C=C/C(=O)Nc2cc(C)on2)c2ccccc2C)cc1 (stereo unspecified) | 0% | -2% | -5% | 0.8% | 3%
CCCNC(=O)C(CC)NC(=O)c1ccc(C#N)cc1 (stereo unspecified) | 9% | . | -1% | 0.2% | -2%
O=C(Cn1cnc2ccccc2c1=O)NCCC(=O)Nc1ccccc1C(F)(F)F | 4% | 10% | -2% | 1.1% | -17%
Cc1cccn2cc(-c3c[nH]c4ccccc34)nc12 | 9% | -15% | 3% | 1.3% | 9%
CNc1oc(-c2ccccc2)nc1C#N | -4% | 0% | -7% | 2.9% | -7%
Cc1ccsc1C(=O)N1CCCC(CCC(=O)NCc2ccccc2F)C1 (stereo unspecified) | 11% | 7% | 3% | i | -8%

Reprinted at random: 2 records from the list, in no set order.
SMILES | influenza NS1A | PhoP GFP inhibition | H37Rv inhibition | inhibitors of VEEV | tuberculosis growth | others
COc1ccc(OC)c(N(CC(=O)Nc2cccc(C(F)(F)F)c2)S(C)(=O)=O)c1 | 0% | -1% | -4% | 6.8% | -5%
CC(=O)C1=C(O)C(=O)N(c2cc(C(C)(C)C)on2)C1c1ccc(Br)cc1 (stereo unspecified) | 15% | 6% | -1% | i | 61%
